# RmlCD inh mix – mixture blocks RmlC and RmlD coupled enzyme activity | AID 1532 | inhibition, % at 5.5 µM | RmlC/RmlD coupled enzyme inhibition, 384-well mixture HTS | 110,000 tested, 0.39% active; in the data active = inhibition above about 30%, passing the limit was not always enough; also: strong numbers were not always called active
# HIV RNase H inh – inhibitors of HIV-1 reverse transcriptase RNase H | 65,000 tested, 1.9% active | RT-RNase H RNA/DNA duplex cleavage, fluorescence | AID 565 | P04585 | inhibition, % at 10 µM; in the data active = inhibition above about 50%
# Starred values were filed as active, the others as inactive; . = no result given. A portion of the library; count on the stated rates, not on these rows.
SMILES,RmlCD inh mix,HIV RNase H inh
CCc1nc(Sc2nc(C)cc(C)n2)c2oc3ccccc3c2n1,2,-9
O=C(CN1CCCCCC1)Nc1ccccc1F,7,.
CCCC(=O)Nc1c(C)n[nH]c1C,-14,.
Cc1c(NC(=O)c2cc(-n3cnnc3)ccc2Cl)cccc1-c1nc2ccccc2o1,4,-4
N#Cc1c(NC(=O)CSc2ncn(-c3ccccc3)n2)sc2c1CCCC2,0,-47
Cc1ccc(-c2nn(-c3ccccc3)cc2/C=N/NS(=O)(=O)c2ccccc2)cc1,-3,.
Cc1nnc(SCC(=O)NCc2ccc3c(c2)OCO3)[nH]c1=O,-18,-7
Cc1cnn(CCC(=O)NNC(=S)Nc2ccccc2)c1,-10,.
COCCn1nnnc1C(c1cccc(C(F)(F)F)c1)N1CCN(Cc2ccccc2)CC1 (centres undefined),7,.
O=C(CCCOc1ccc(Cl)cc1Cl)NCCCO,10,-8
CC(=O)O[C@@H]1[C@@H](O)[C@@H](O)[C@H](Oc2c(-c3ccc(O)cc3)oc3c(CC=C(C)C)c(O)cc(O)c3c2=O)O[C@H]1C,-12,.
O=S(=O)(N1CCCCCC1)N1CCN(S(=O)(=O)N2CCCCC2)CC1,11,.
COc1ccc(-c2ccc3sc4ccccc4c(=O)c3c2)cn1,-12,.
COC(=O)c1ccccc1NC(=O)c1cc(OC)cc(OC)c1,7,-11
O=C(CN1CCC(n2nnc3cc(F)ccc32)CC1)NCCc1nc2ccccc2[nH]1,-2,-7
CCCCCCCCNc1ncnc2ccccc12,9,.
Nc1cc(N)cc(-c2nc3ccccc3[nH]2)c1,10,5
CCN(CC)c1nc(N(CC)CC)[nH]c(=O)n1,8,-23
COc1ccc(O)c(C(=O)c2cc(C#N)c(=O)n(CC3CCCO3)c2)c1 (centres undefined),13,.
COc1cc(NS(=O)(=O)c2ccc3c(c2)oc(=O)n3C)cc(OC)c1OC,-8,-7
CCOC(=O)C1CCCN(C(=O)Cn2cccc2C(=O)c2ccccc2)C1 (centres undefined),-8,-10
Cc1oc2c(c1C(=O)NCc1ccccc1)CCCC2,-8,-21
O=C(Nc1ccccc1)c1n[nH]c(Cn2cncn2)n1,3,.
O=C(CSC1CC(=O)N(CCc2ccccc2)C1=O)Nc1ccc(Br)cc1 (centres undefined),7,.
Cc1c(C(=O)NCc2ccco2)oc2ccc(S(=O)(=O)N3CCC4(CC3)OCCO4)cc12,0,.
O=C(CSc1c[nH]c2ccccc12)N1CCCc2ccccc21,-12,.
CSc1nnc(C)c(/C=C/Nc2ccc(C)cc2)n1,12,.
COc1cc(CC(=O)Nc2ccc(S(=O)(=O)N(C)C)cc2)cc(OC)c1OC,-11,-1
CCN(CC(=O)NC)S(=O)(=O)c1ccc(Br)cc1,-19,-2
CS(=O)(=O)N1CCN(C(=O)c2cc3ccccc3oc2=O)CC1,9,-3

# Additional structures follow:
SMILES,RmlCD inh mix,HIV RNase H inh
CCCC(C)n1[nH]c(=O)c2c(C)cc(C)nc21 (centres undefined),10,-2
O=C(Cn1ncc2c(=O)oc3ccccc3c21)N1CCN(C(=O)c2ccco2)CC1,-13,-10
CC(=O)NCCn1c(SCc2cc(=O)n3cc(Cl)ccc3n2)nc2ccccc2c1=O,-1,-6
COC(=O)CCC(=O)OC1(C)C(=O)C2=CN(c3ccccc3)C(c3ccc(OC)cc3)=CC2=C(Br)C1=O (centres undefined),-25,.
Clc1ccc2noc(-c3ccccc3)c2c1,6,.
O=C1NC(Nc2nccs2)(C(F)(F)F)C(=O)N1CCc1ccccc1 (centres undefined),-7,18
O=c1c2ccccc2sn1-c1cc(S(=O)(=O)N2CCOCC2)ccc1N1CCCC1,-7,.
COc1ccc(S(=O)(=O)N2Cc3ccccc3CC2C(=O)Nc2nccs2)cc1 (centres undefined),7,.
Cc1cccc2cc(CN(CCCO)C(=O)Nc3ccccc3Cl)c(=O)[nH]c12,-8,-8
CN(C)C(=O)c1snnc1-c1ccccc1,6,.
c1cc2c(cc1[C@H]1OC[C@H]3[C@@H]1CO[C@@H]3c1ccc3c(c1)OCO3)OCO2,3,.
COc1ccc(-n2c(C)nc3cc(C(=O)N4CCOCC4)ccc32)cc1,-1,-9
Cc1cc(NC(=O)CSc2nccn2-c2ccc(F)cc2)no1,-1,-7
COc1ccc(-n2nnnc2SCC(=O)NCc2ccco2)cc1OC,-14,-2
COc1ccc(/C=C2/CCOC2=O)cc1,-9,.
O=C(COc1ccccc1)Nc1nnc(-c2ccc(Cl)s2)o1,-15,-8
O=S(=O)(N1CCOCC1)N1CCN(c2ccc(F)cc2)CC1,5,.
CCOc1ccc2[nH]c(=O)c(CN(CCO)C(=O)c3ccc(OC)c(OC)c3)cc2c1,2,.
Cc1ccccc1CSCC(=O)NC(=O)NCc1ccco1,7,-37
O=C(NC1CCCCC1)N1CCCc2ccccc21,7,-11
COc1cccc(CNC(=O)CCn2c(=O)oc3ccccc32)c1,-8,-7
CC(C)COc1ccc(-c2nnc(-c3ccncc3)o2)cc1,-12,-14
CC(C)C12CN3CC(C(C)C)(CN(C1)C3c1ccco1)C2=O (centres undefined),-3,.
COC(=O)C(C)N1CCC(=O)c2ccccc2S1(=O)=O (centres undefined),2,.
O=C(NCCCCNC(=O)c1ccc(Br)s1)c1ccc(Br)s1,5,.
O=C(O)Cn1c2c(c3ccccc31)CCCC2,.,-3
Clc1ccc2nc(C3CCN(Cc4ccccc4)CC3)[nH]c2c1,-18,.
N[C@@H](Cc1c[nH]c2ccccc12)C(=O)O,2,.
CCCCN(CCCC)Cc1ccc(N)cc1,24,2
COc1ccc(N(CC(=O)Nc2cc(OC)ccc2OC)S(=O)(=O)c2c(C)nn(C)c2C)cc1,.,-15

# More structures follow:
SMILES,RmlCD inh mix,HIV RNase H inh
Cc1ccc2c(c1)/C(=N/O)CCS2,-6,.
O=C(Nc1ncc(C(F)(F)F)cc1Cl)C1COc2ccccc2O1 (centres undefined),-3,-12
O=C(c1ccccc1)c1ccc(C(=O)N2CCN(c3ccc(F)cc3)CC2)o1,3,-11
CCCc1cc(=O)[nH]c(SCC(=O)NC)n1,-11,.
Cn1c(SCCN2CCCCC2)nnc1-c1ccccc1Br,13,0
CC1(C)CC2(CCO1)OC(=O)CC2C(=O)NCCc1ccccc1 (centres undefined),-13,-4
Cc1nc2ccc(N)cc2s1,-13,3
O=C(NC1CCCC1)C(c1ccsc1)N(Cc1ccco1)C(=O)Cc1cccs1 (centres undefined),-26,-1
COc1ccc(N2CCN(C(=O)C3CCCO3)CC2)cc1 (centres undefined),11,.
Cc1cc(O)ccc1C1(c2ccc(O)cc2C)OC(=O)c2ccccc21,6,.
CCn1c(SCC(=O)c2ccc(F)cc2)nnc1-c1ccoc1C,-8,-7
O=C(Nc1ccon1)c1cc2c(s1)CCCCCC2,6,-6
O=C(C1=C[C@@H](C2CCCCC2)C[C@@H](OCc2ccc(CO)cc2)O1)N1CCN(Cc2ccccc2)CC1,-17,.
Cc1ccc(S(=O)(=O)N2CCN(Cc3ccccc3C(F)(F)F)CC2)cc1,-13,-16
CC1=CC(C)(C)N(C(=O)CN2C(=O)c3ccccc3C2=O)c2ccc(C)cc21,-19,.
Cc1cnc(NC(=O)CCCSc2nc3ccccc3s2)s1,13,36
COc1ccc(NC(=O)c2cccnc2Nc2ccccc2)cc1,-4,.
O=C1CCCN1CCCNc1ncnc2c1[nH]c1ccccc12,5,-4
CCOC(=O)C1CCN(C(=O)c2oc3ccc(S(=O)(=O)N4CC(C)CC(C)C4)cc3c2C)CC1 (centres undefined),-4,.
O=C1CCCc2nn(-c3ccccc3)nc21,-3,.
CCOC(=O)CSc1nc2ccccc2c(=O)[nH]1,1,-8
CC(=O)c1c(O)cc(=O)n(-c2ccccc2)c1-c1ccc(C)cc1,10,.
COc1ccc(/C=C2\CCCC3C2=NN(C(=O)c2ccco2)C3c2ccc(OC)c(OC)c2)cc1OC (centres undefined),-4,.
Nc1ccc2c(c1)ncn2CCCn1cnc2cc(N)ccc21,-5,16
N#C/C(=C\N1CCOCC1)c1ccccc1,4,.
Cn1c(=O)[nH]c(=O)c2c1ncn2CCN1CCOCC1,-12,-1
CCCCC1=CC2=CC(=O)C(C)(OC(=O)CC)C(=O)C2=CN1Cc1ccc2c(c1)OCO2 (centres undefined),3,.
Cc1ccc2oc(-c3ccco3)nc2c1,43,-6
Cn1nnc2c(C(N)=O)ncn2c1=O,-14,.
COC(=O)c1ccccc1OP1(=O)COc2ccccc2OC1,-13,-6

# Part of the list above in order of number of heavy atoms, lowest first:
SMILES,RmlCD inh mix,HIV RNase H inh
Cc1nc2ccc(N)cc2s1,-13,3
Cc1ccc2c(c1)/C(=N/O)CCS2,-6,.
CCCc1cc(=O)[nH]c(SCC(=O)NC)n1,-11,.
Cn1c(SCCN2CCCCC2)nnc1-c1ccccc1Br,13,0
Cc1cc(O)ccc1C1(c2ccc(O)cc2C)OC(=O)c2ccccc21,6,.
CCCCC1=CC2=CC(=O)C(C)(OC(=O)CC)C(=O)C2=CN1Cc1ccc2c(c1)OCO2 (centres undefined),3,.

# Next section.
SMILES,RmlCD inh mix,HIV RNase H inh
CC(=O)c1cccc(NC(=O)CC2SC(N3CCCCC3)=NC2=O)c1 (centres undefined),-190,4
Cn1c(=O)c2c(nc(N3CCOCC3)n2Cc2c(F)cccc2Cl)n(C)c1=O,3,-6
CCCn1c(SCC(=O)Nc2sc(C)c(C)c2C(=O)OC)nc2c1c(=O)n(C)c(=O)n2C,.,46
CC12CCC(C(=O)NCc3ccccn3)(OC1=O)C2(C)C (centres undefined),8,-4
O=C(CCS(=O)(=O)Cc1ccccc1)N1CCN(Cc2ccccc2)CC1,10,-13
COc1ccc(CN/C=C2\CCCCC2=O)cc1,12,-3
CCOC(=O)CSc1nnc(CNC(=O)c2ccc(S(=O)(=O)N3CCCCC3)cc2)n1C,-1,3
CCCCN(CCCC)c1nc2ccccc2nc1NS(=O)(=O)c1ccc(NC(C)=O)cc1,2,.
CCSc1nnc(-c2cnn(-c3ccccc3)c2-n2cccc2)n1C,-3,.
COC(=O)[C@@H]1C[C@@]2(O)[C@@H](O)[C@@H](O)[C@@H](O)C[C@H]2N1CC(c1ccccc1)c1ccccc1,5,.
O=c1c2c3n(c(=S)nc2[nH]n1-c1ccccc1)CCCCC3,-8,.
CN(C)C(=O)C(=O)c1cccn1-c1ccccc1C#N,2,.
COc1ccc(NC(C)=O)cc1NC(=O)CN1CCN(c2ccccn2)CC1,.,-5
COc1ccccc1OCc1ccc(C(=O)NCCN(C)C)o1,-2,-21
CCOc1ccc(NC(=O)N2CCC(n3nnc4cc(C)ccc43)CC2)cc1,4,.
CCn1c(CNC(=O)C(C)(C)C)nc2ccccc21,5,-7
c1coc(-c2nc(-c3ccncc3)no2)c1,9,-3
CCCCCCCCCSc1n[nH]c(N)n1,15,.
COc1ccccc1NC(=O)C1CCCN(c2nc(C)cc(C)n2)C1 (centres undefined),0,.
CC(C)CCNC(=O)C(c1ccco1)N(Cc1cccs1)C(=O)Cn1nnc2ccccc21 (centres undefined),-3,13
CC1c2[nH]c3ccccc3c2CCN1C(=O)Nc1ccccc1 (centres undefined),-3,-12
Cc1noc2c1C(c1ccc(N(C)C)cc1)C1=C(CC(C)(C)CC1=O)N2 (centres undefined),-4,.
O=C(O)CCSc1nc2ccccc2c(=O)[nH]1,37,-10
O=C(CSc1nnc(COc2ccc(F)cc2)o1)N1c2ccccc2CCc2ccccc21,4,8
Cc1ccc(C)c(NC(=O)CCC(=O)NNC(=O)C(c2ccccc2)c2ccccc2)c1,-15,.
CCOC(=O)C1C(=O)NC23CCCC2C1c1ccccc1O3 (centres undefined),-5,-8
COc1ccc(S(=O)(=O)NCCSc2ccccc2)cc1OC,16,-52
C(=N\n1cncn1)/c1ccc(N2CCOCC2)cc1,12,-9
c1cnc2ccc(C(c3nnnn3C3CCCCC3)N3CCN(C4CCCCC4)CC3)cc2c1 (centres undefined),2,.
COc1ccc(-c2cn(/N=C/c3ccc(Cl)cc3Cl)c(N)n2)cc1,-1,.

# Additional records.
SMILES,RmlCD inh mix,HIV RNase H inh
CS(=O)(=O)c1ccc(CNC(=O)C2(C(F)(F)F)CC(CCCO)CCCO2)cc1 (centres undefined),-4,.
Brc1cccc(-c2nnc3sc(CN4CCCCC4)cn23)c1,-6,-8
O=C(CSc1nnc(-c2ccccc2)c(-c2ccccc2)n1)NCc1ccco1,1,.
CCCCC(C(=O)NCCC(C)C)N(CCCN1CCOCC1)C(=O)c1snc(C(N)=O)c1N (centres undefined),-4,-4
NC(=O)c1ccccc1OCC(=O)NS(=O)(=O)c1ccccc1,-3,-8
CN(CP(=O)(O)CCc1ccccc1)S(C)(=O)=O,-12,-1
Cc1ccc(F)cc1NC(=O)C12CC3CC(C1)CC(n1cnc([N+](=O)[O-])n1)(C3)C2,-5,.
O=C(O)c1[nH]c2ccccc2c1NS(=O)(=O)Cc1ccccc1,-6,-2
COCCCN(C(=O)Nc1ccccc1)C(C)c1ccncc1 (centres undefined),-16,-2
Fc1ccc(C(c2nnnn2Cc2ccco2)N2CCN(C3CCCCC3)CC2)cc1 (centres undefined),10,1

# Retrieved one by one from the list above (3):
SMILES,RmlCD inh mix,HIV RNase H inh
Brc1cccc(-c2nnc3sc(CN4CCCCC4)cn23)c1,-6,-8
O=C(CSc1nnc(-c2ccccc2)c(-c2ccccc2)n1)NCc1ccco1,1,.
CN(CP(=O)(O)CCc1ccccc1)S(C)(=O)=O,-12,-1
